Screens deposited in PubChem by The Scripps Research Institute Molecular Screening Center.
MITF primary: MITF inhibitors, primary screen, biochemical, AlphaScreen, human; AlphaScreen MITF homodimerization, bead proximity signal; inhibition, % at 2.6 µM; 650,000 compounds, 0.91% hits; AID 1259374, 2018; Microphthalmia-associated transcription factor (Homo sapiens), O75030; in the data active means inhibition above about 50%;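 further: 0% = vehicle wells with protein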
Target sequence (O75030 whole entry, looked up): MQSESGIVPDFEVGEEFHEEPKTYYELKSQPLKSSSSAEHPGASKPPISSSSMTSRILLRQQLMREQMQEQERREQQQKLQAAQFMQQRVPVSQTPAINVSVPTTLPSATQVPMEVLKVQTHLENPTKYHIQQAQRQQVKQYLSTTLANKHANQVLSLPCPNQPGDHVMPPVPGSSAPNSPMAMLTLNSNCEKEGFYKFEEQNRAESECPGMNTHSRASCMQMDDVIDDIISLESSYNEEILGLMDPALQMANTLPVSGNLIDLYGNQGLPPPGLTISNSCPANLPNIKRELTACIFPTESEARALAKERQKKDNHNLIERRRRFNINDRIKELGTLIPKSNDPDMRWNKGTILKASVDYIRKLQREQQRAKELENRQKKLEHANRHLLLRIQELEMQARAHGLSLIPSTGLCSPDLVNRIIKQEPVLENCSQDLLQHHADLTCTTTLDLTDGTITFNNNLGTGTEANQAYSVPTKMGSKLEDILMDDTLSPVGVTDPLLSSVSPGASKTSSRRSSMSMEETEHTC
TEAD-YAP inh: TEAD-YAP interaction inhibition, primary screen, TEAD-YAP interaction inhibitor project, luminescence, HEK-TIYL cells; TEAD-Gal4/YAP UAS-luciferase luminescence; inhibition, % at 9.12 µM; 640,000 compounds, 1.4% hits; AID 1259422, 2018; in the data active means inhibition above about 32%;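 further: 0% = median of test compound wells and 100% = reference inhibitor wells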
FBW7 activator: FBW7 E3 ligase activators, primary screen, biochemical, AlphaScreen, human | AlphaScreen FBW7–phospho-cyclin E peptide binding, activator screen | normalized activity (activation), % at 26.1 µM | 650,000 compounds, 0.13% hits | AID 1259310, 2017; in the data active means normalized activity above about 1.9%;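 further: purified mutant Fbw7 with reduced substrate affinity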
GPR151 ag: activators of human GPR151, primary screen, cell-based, PathHunter beta-arrestin, luminescence; AID 1508602, 2020; 650,000 compounds, 1% hits; activation, % at 11.2 µM; PathHunter beta-arrestin GPR151 cells; in the data active means activation above about 4.9%;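 further: 0% = median of compound wells and 100% = cells with positive control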
Target sequence (Q8TDV0 whole entry, looked up): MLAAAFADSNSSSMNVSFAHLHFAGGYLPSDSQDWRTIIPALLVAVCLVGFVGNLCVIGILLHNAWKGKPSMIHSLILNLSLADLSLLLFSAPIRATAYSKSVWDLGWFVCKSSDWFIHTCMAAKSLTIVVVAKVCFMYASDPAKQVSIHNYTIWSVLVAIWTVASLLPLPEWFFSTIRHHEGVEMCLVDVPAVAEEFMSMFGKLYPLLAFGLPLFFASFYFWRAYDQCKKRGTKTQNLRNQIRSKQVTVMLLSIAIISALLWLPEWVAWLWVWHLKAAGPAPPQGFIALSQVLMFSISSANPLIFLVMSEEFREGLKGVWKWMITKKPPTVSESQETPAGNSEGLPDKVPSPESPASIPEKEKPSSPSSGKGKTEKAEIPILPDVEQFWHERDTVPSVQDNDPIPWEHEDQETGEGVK
An asterisk follows results filed as active.

SMILES	MITF primary	TEAD-YAP inh	FBW7 activator	GPR151 ag
Cc1cccc(NC(=O)C2CCCN(S(=O)(=O)c3ccc4c(c3)oc(=O)n4C)C2)c1 (stereo unspecified)	0	-11	-0.3	0.9
CC(C)CN(CC(C)C)S(=O)(=O)CCNC(=O)c1ccc2c(c1)OCO2	-10	-2	0.1	2.0
c1ccc2c(c1)CCN(Cn1cnc3ccccc31)C2	-5	-1	0.3	1.4
CCc1ccccc1NC(=O)c1ccc(F)c(S(=O)(=O)N2CCN(c3ccccc3)CC2)c1	13	-5	0.9	-0.5
O=C(Nc1ccccc1C(=O)NCCc1ccccc1)c1ccco1	11	-18	0.3	1.5
COC(=O)c1ccc(/C=C2\N=C(c3ccccc3F)OC2=O)cc1	9	-10	0.2	-0.9
Clc1ccc(CNC2CCN(Cc3ccccc3)CC2)cc1	-11	7	-0.1	0.9
CCOC(=O)c1c(C)oc2c(Br)cc(NS(=O)(=O)c3ccc(OCC)cc3)cc12	1	8	0.5	1.1
CCOC(=O)CN1C(=O)S/C(=C/c2ccsc2)C1=O	18	5	-0.1	-0.9
CCOC(=O)c1c(C)oc2cc(Br)c(OC(=O)c3ccc(F)cc3)cc12	-5	-13	0.2	0.5
OC(C#Cc1ccccn1)c1cccs1 (stereo unspecified)	32	-36	-0.1	-0.8
COC(=O)C1C(=O)NC(SCC(=O)Nc2ccc(OC)cc2)=C(C#N)C1c1ccccc1OC (stereo unspecified)	15	2	0.3	-0.3
CCOC(=O)c1c(NC(=O)CSc2nnc(CNC(=O)c3ccc([N+](=O)[O-])cc3)n2C)sc2c1CCCC2	-6	12	-0.1	0.3
CCOC(=O)N1CCN(C(=O)Cn2cc(NC(=O)Cc3ccccc3OC)cn2)CC1	2	-1	0.1	9.1*
COc1ccc(-n2nc3c(c2NC(=O)c2c(F)cccc2F)CSC3)cc1	5	6	-0.1	-0.2
O=C(O)CCCC(=O)Nc1nc(-c2ccccc2)cs1	-13	5	0.0	-1.8
CCCCCCC(=O)N/N=C/c1ccc(C)cc1	1	7	0.1	1.5
CCOc1ccc(-n2c(SCC(=O)Nc3cc(C)ccc3C)nc3sc4c(c3c2=O)CCCC4)cc1	-1	15	0.0	0.7
Cc1ccc(CNc2cc(NCCCO)c([N+](=O)[O-])c3nonc23)cc1	7	17	0.0	1.2
COc1ccc(CN2CCCCC2)c(OC)c1OC	21	-4	0.2	-1.6
CC(C)[C@@H](Cn1nnc2ccccc21)NC(=O)Cc1ccccn1	8	3	0.2	-0.8
Cc1ccc(N2C(=O)C(=O)/C(=C(\O)c3ccccc3)C2c2ccc3c(c2)OCO3)cc1Cl (stereo unspecified)	23	-12	0.3	-1.4
CCOC(=O)CC1=C(C(=O)OCC)C(c2ccc([N+](=O)[O-])cc2)C(C#N)=C(N)O1 (stereo unspecified)	7	10	0.6	2.1
O=[N+]([O-])c1ccc(C=C(c2nnnn2-c2ccccc2)c2nnnn2-c2ccccc2)cc1	32	3	0.4	-1.4

5 compounds out of the list, ordered by molecular weight, high to low.
SMILES	MITF primary	TEAD-YAP inh	FBW7 activator	GPR151 ag
CCOc1ccc(-n2c(SCC(=O)Nc3cc(C)ccc3C)nc3sc4c(c3c2=O)CCCC4)cc1	-1	15	0.0	0.7
COc1ccc(-n2nc3c(c2NC(=O)c2c(F)cccc2F)CSC3)cc1	5	6	-0.1	-0.2
Cc1ccc(CNc2cc(NCCCO)c([N+](=O)[O-])c3nonc23)cc1	7	17	0.0	1.2
CC(C)[C@@H](Cn1nnc2ccccc21)NC(=O)Cc1ccccn1	8	3	0.2	-0.8
O=C(O)CCCC(=O)Nc1nc(-c2ccccc2)cs1	-13	5	0.0	-1.8

The list continues:
SMILES	MITF primary	TEAD-YAP inh	FBW7 activator	GPR151 ag
COc1ccc(CNC(=O)c2c[nH]n3c(=O)c4c(nc23)CCC4)cc1	5	-4	0.0	0.1
CC(=O)c1cccc(-c2cnc3c(NCc4cccnc4)nccn23)c1	18	3	-0.1	0.1
NC(=O)CSc1nnc2ccc(-c3ccco3)nn12	6	-2	0.0	-0.3
O=C(Nc1ncc(S(=O)(=O)c2ccc([N+](=O)[O-])cc2)s1)c1cc(Cl)sc1Cl	-1	3	0.3	-0.1
Cc1cccc(OC(=O)c2cc(S(=O)(=O)N(C)C)ccc2N2CCCC2)c1	7	-6	0.2	3.1
Cc1ccc(-c2cccc3ccc(N4CCN(c5c(NC6CC6)c(=O)c5=O)CC4)nc23)cc1	18	13	0.6	-0.2
Cc1ccc(CN2CCN(CC(C)C)C(CCO)C2)o1 (stereo unspecified)	-3	7	-0.3	-0.6
COc1ccc(-c2cc3nccc(C4CCN(C(=O)OC(C)(C)C)CC4)n3n2)cc1OC	18	6	0.5	0.2
COc1ccccc1N1CCN(c2nccc(C)n2)CC1	-12	-12	-0.1	1.1
COc1cc(C2C(C#N)=C(N)N(N3CCOCC3)C3=C2C(=O)CC(C)(C)C3)cc(OC)c1OC (stereo unspecified)	-1	11	0.2	-0.7
Cc1cc(=O)n2c(Nc3ccccc3)n[nH]c2n1	14	-6	0.1	-1.9
COc1ccc2c(=O)c(Oc3ccccc3F)c(C)oc2c1	5	-3	0.0	0.1
O=C(Nc1ccccc1F)c1ccccc1NS(=O)(=O)c1ccc(F)c(F)c1	5	24	-0.1	1.7
O=C(NS(=O)(=O)c1ccccc1)c1cccc(I)c1	16	0	0.2	-0.6
C=CCOC(=O)C1=C(C)Nc2nc3ccccc3n2C1c1ccc([N+](=O)[O-])cc1 (stereo unspecified)	-1	6	-0.1	-0.8
N#C/C(=C(/O)COC(=O)CCC(=O)c1ccc2c(c1)OCCO2)c1nc2ccccc2[nH]1	-2	-2	-0.1	-0.2
COc1cc(C=O)ccc1OCCOCCOc1ccc([N+](=O)[O-])cc1	4	2	0.1	-1.2
Cn1c(=O)c2c(nc(Br)n2CCC#N)n(C)c1=O	5	5	-0.1	-0.5
Cc1ccc(C)c(S(=O)(=O)/N=C(/N)c2ccc(Cl)cc2)c1	2	2	0.0	-0.5
CCN=C1SC(CC(=O)Nc2ccccc2)C(=O)N1CC (stereo unspecified)	-7	-5	0.4	-0.1
COc1ccc(/C=C(\C#N)C(=O)c2c(C)[nH]c3ccccc23)cc1	9	13	0.0	-1.8
COc1ccccc1N(Cc1cc2ccccc2[nH]c1=O)C(C)=O	-5	0	0.1	0.3
O=C(Nc1ccccc1)Nc1nnc(CSCc2ccccc2)s1	-3	6	0.0	-1.6
CCN(CC)CCNC(=O)CCCn1c(=S)[nH]c2ccc(Br)cc2c1=O	6	4	0.1	1.5
CCCn1c2ccccc2c2nnc(SCC(=O)Nc3c(C(=O)OCC)cnn3-c3ccccc3)nc21	4	6	-0.2	0.1
O=C(Nc1ccc(F)cc1)N1C2CCC1CC(O)(c1ccco1)C2 (stereo unspecified)	12	5	0.0	0.6
O=C(Nc1ncc(Cc2ccc(Cl)cc2)s1)c1cccc2ccccc12	15	-4	0.4	1.5
COc1cccc(C(NC(=O)C2CCN(C(=O)NC(C)(C)C)CC2)c2ccccn2)c1 (stereo unspecified)	-23	0	-0.1	-1.4
Cn1c(=O)c2c(SCCN3CCCC3)ccnc2n(C)c1=O	6	0	0.0	1.0
Cc1ccc(S(=O)(=O)Nc2ccc(O)c(Br)c2)c(C)c1	9	5	0.1	0.2
O=C(Nn1c(-c2cccc(Cl)c2)nc2ccccc2c1=O)c1ccc(F)cc1Cl	5	5	-0.2	-0.2
CCOC(=O)c1c(NC(=O)CN2C(=O)C(=O)N(CC(C)C)C2=O)sc2c1CCC2	16	-1	0.1	1.5
CCOc1ccccc1OCC(=O)NNC(=O)Cc1c(Cl)cccc1Cl	3	10	-0.1	0.9
Cc1nc2sccn2c1C(=O)N1CCOCC1	13	7	1.8	-0.8
FC(F)(F)c1ccc(Cn2cnc3c(NC4CCN(Cc5ccccc5)CC4)nc(-c4ccccc4)nc32)cc1	10	10	0.0	0.6
CCOC(=O)c1cnc2c(Cl)cccc2c1Nc1ccc(C)c(C)c1	1	-6	0.2	-1.1
CC1CCCN(c2nc3c(c(=O)[nH]2)CN(Cc2ccccc2)CC3)C1 (stereo unspecified)	-4	-7	0.0	0.0
CCOC(=O)c1oc2ccccc2c1NC(=O)c1ccccc1	1	-3	0.0	2.3
O=C1c2ccccc2C(=O)N1CCCCN(C(=O)c1cc([N+](=O)[O-])ccc1Cl)c1ccc(Cl)cc1	68*	11	0.1	0.3
Cc1cccc(NS(=O)(=O)c2ccc(NS(=O)(=O)c3ccc(Cl)cc3)cc2)c1	-4	-4	-0.2	0.7
O=C(O)CCSc1nnc(-c2ccc3c(c2)OCO3)o1	18	5	-0.1	-0.6
N#C/C(=C\c1ccc(N2CCOCC2)cc1)c1ccccn1	18	90*	0.0	-6.6
CCOC(=O)COc1ccc(C=C2C(=O)N(C)C(=S)N(C)C2=O)cc1	1	6	-0.1	0.2
Cc1cc(Cl)ccc1NC(=O)CCC(=O)N/N=C/c1ccccc1	4	6	-0.1	1.2
CC(Oc1cccc(Cl)c1)C(=O)Nc1ccc(C(N)=O)cc1 (stereo unspecified)	10	-2	0.0	3.1
CCOc1ccc(/C(C)=N/NC(=O)CN(c2ccc(Cl)cc2)S(C)(=O)=O)cc1	4	5	-0.2	0.4
CCOc1ccccc1NC(=O)c1c(N)sc2c1CCCC2	-22	15	-0.1	0.0
O=[N+]([O-])c1ccc(-c2nc(C=Nc3cccc(Cl)c3)c(O)o2)cc1	12	4	0.1	0.9
O=c1nc(-c2ccccc2)cn[nH]1	12	0	0.5	1.1
CC(C)(C)NC(=O)CN(Cc1ccco1)C(=O)CNS(=O)(=O)c1ccc(F)cc1	0	-6	-0.1	-0.6
O=C(/C=C\c1ccccc1)Nc1c2c(nn1-c1ccc(Cl)cc1)CS(=O)(=O)C2	-1	11	0.0	1.0
COc1ccccc1C(=O)O/N=C(\N)c1cccc([N+](=O)[O-])c1	9	-34	0.2	-0.9
Cc1nnc(-c2cccc(NC(=O)C3CCN(Cc4nc(C)c(C)nc4C)CC3)c2)s1	-6	5	-0.1	0.3
Cc1ccc(S(=O)(=O)NCCCNc2ccc([N+](=O)[O-])cc2)cc1	17	7	0.4	1.4
C#CCSc1nc(C)cc(C)n1	8	-16	0.7	-0.6
O=C(O)CCN1CCC(c2nc(-c3cccnc3)no2)CC1	-6	-8	-0.1	-1.4
CC1CCCN(C(=O)C2CCN(Cc3ccccc3F)CC2)C1 (stereo unspecified)	67*	6	-0.1	-0.3
Cc1csc(NC(=O)C2CCC(=O)N2C(=O)OCc2ccccc2)n1 (stereo unspecified)	-6	9	-0.2	-0.2
O=C1C(=O)N2c3ccccc3NC(=O)C23Nc2ccccc2NC(c2ccccc2)=C13 (stereo unspecified)	4	-1	-0.1	-0.9
COc1ccc(-c2noc(N3CCCC(C(=O)NCCCN4CCN(C)CC4)C3)n2)cc1 (stereo unspecified)	12	3	0.4	0.7

Reprinted at random: six entries already listed, in no set order.
SMILES	MITF primary	TEAD-YAP inh	FBW7 activator	GPR151 ag
CCOc1ccc(-n2c(SCC(=O)Nc3cc(C)ccc3C)nc3sc4c(c3c2=O)CCCC4)cc1	-1	15	0.0	0.7
CCOC(=O)c1cnc2c(Cl)cccc2c1Nc1ccc(C)c(C)c1	1	-6	0.2	-1.1
Cc1ccc(CN2CCN(CC(C)C)C(CCO)C2)o1 (stereo unspecified)	-3	7	-0.3	-0.6
FC(F)(F)c1ccc(Cn2cnc3c(NC4CCN(Cc5ccccc5)CC4)nc(-c4ccccc4)nc32)cc1	10	10	0.0	0.6
CCCCCCC(=O)N/N=C/c1ccc(C)cc1	1	7	0.1	1.5
CCN(CC)CCNC(=O)CCCn1c(=S)[nH]c2ccc(Br)cc2c1=O	6	4	0.1	1.5

Later entries.
SMILES	MITF primary	TEAD-YAP inh	FBW7 activator	GPR151 ag
CCOC(=O)c1oc2cc(OC)c(CC)cc2c(=O)c1-c1csc(-c2ccccc2)n1	0	-5	-0.1	-0.3
CCOc1ccc(N(CC(=O)N2CCOCC2)S(C)(=O)=O)cc1	18	14	2.1*	-1.6
CC(C)n1c(NCc2cccnc2)nc2c(NCc3cccc(C(F)(F)F)c3)ncnc21	14	5	0.0	-1.1
CC(C)(C)OC(=O)N1CCOCCOCCOCC1	13	-6	0.3	-1.2
O=[N+]([O-])c1cccc(C2=Nc3ccccc3N=C(c3cc(Cl)ccc3O)C2)c1	0	-39	-0.3	0.5
COc1cc2[nH]c(=O)n(Cc3ccccc3)c(=O)c2cc1OC	11	5	-0.1	1.1
CCCc1nc(NCCO)c2nnn(Cc3ccccc3)c2n1	-10	-7	-1.5	3.4
Cc1ccccc1-c1nnn(CC(=O)O)n1	-1	-3	0.1	0.6
Cc1ccccc1NC(=O)C1COc2ccccc2O1 (stereo unspecified)	-3	-15	-0.1	3.3
COc1ccc(Cc2nnc(SCc3ccc([N+](=O)[O-])cc3)o2)cc1	15	3	0.3	-0.8
Cc1cccc(C(=O)Nc2ccc(NC(=O)c3ccc(Br)o3)cc2)c1	6	-4	0.2	0.2
O=C(Cc1coc2ccc3ccccc3c12)Nc1cccnc1	3	7	-0.2	1.9
CCC(=O)Oc1ccccc1C1OCC2C(C)C=C(C)C1C2C (stereo unspecified)	17	15	-0.1	1.1
N#C/C(=C/c1ccc(OCC(=O)O)c(Cl)c1)C(=O)N1CCOCC1	-9	1	0.1	0.1
CCOC(=O)c1c(NC(=O)C2COc3ccccc3O2)sc2c1CCCC2 (stereo unspecified)	7	4	0.1	-0.2
Cc1ccc(CN2CCN3C(=O)[C@H](CCCCN)NC(=O)[C@H]3C2)s1	-8	0	0.0	-1.2
Cc1cc(CC(=O)Nc2cnn(-c3cccc(C(=O)Nc4ccc(N5CCOCC5)cc4)c3)c2)on1	17	-5	0.6	-1.1
